Bioassay records from PubChem.
Keap1 Nrf2 FP – Keap1-Nrf2 (human) interaction inhibition; Q14145; 340,000 compounds, 0.15% hits; Keap1 Kelch-Nrf2 peptide fluorescence polarization, 1536-well; inhibition, % at 9.4 µM; in the data active means inhibition above about 12%;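 further: human Keap1 Kelch domain with fluorescein labeled Nrf2 9mer peptide probe; 0% = neutral control wells and 100% = peptide positive control; higher means more block of Keap1 binding to Nrf2 peptide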
DSG3 Ab inh – inhibitors of pemphigus antibody binding to human desmoglein-3 | binding (percent of control), % at 10 µM | DSG3-coupled beads, scFv-anti-DSG3-GFP binding, flow cytometry; active compounds read low | P32926 | AID 588358 | 310,000 compounds, 0.48% hits;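 active means binding more than 3 SD below its plate's average and above zero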;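 further: hits lower antibody fragment binding to DSG3; some compounds called inactive have numbers as strong as hits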
Target sequence (P32926 whole entry, looked up, the tested form may be a part): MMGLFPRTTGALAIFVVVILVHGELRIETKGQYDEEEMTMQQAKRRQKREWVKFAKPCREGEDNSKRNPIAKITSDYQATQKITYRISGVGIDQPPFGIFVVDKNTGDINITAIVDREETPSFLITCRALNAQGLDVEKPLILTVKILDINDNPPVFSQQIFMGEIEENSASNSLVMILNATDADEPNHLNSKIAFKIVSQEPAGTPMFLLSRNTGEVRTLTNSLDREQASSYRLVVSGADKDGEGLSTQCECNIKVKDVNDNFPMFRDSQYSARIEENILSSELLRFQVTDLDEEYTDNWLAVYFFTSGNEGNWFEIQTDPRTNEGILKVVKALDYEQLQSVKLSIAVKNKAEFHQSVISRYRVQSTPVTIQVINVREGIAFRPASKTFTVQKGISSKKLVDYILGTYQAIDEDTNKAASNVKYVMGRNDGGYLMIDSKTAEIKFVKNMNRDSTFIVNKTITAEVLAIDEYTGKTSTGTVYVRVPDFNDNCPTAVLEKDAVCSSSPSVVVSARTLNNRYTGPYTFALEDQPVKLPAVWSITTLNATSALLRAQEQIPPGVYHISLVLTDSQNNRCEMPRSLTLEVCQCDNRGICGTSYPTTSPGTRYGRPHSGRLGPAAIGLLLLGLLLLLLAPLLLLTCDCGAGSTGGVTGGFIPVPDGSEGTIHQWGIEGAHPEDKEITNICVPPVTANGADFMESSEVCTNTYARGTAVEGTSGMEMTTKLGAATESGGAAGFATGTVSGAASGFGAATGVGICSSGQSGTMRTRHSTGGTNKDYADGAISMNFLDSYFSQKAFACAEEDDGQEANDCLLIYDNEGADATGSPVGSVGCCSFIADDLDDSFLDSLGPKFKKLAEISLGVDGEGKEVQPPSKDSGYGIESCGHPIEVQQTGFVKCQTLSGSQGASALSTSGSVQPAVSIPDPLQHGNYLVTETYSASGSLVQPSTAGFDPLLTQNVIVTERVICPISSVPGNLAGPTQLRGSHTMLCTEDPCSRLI
CAL PDZ FP-1 – blocks peptide binding to the human CAL PDZ domain; Q9HD26; purified CAL PDZ, TMR-peptide fluorescence polarization, 1 h; inhibition, % at 24.9 µM; 300,000 compounds, 0.92% hits; AID 602252;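 active means mean inhibition of at least 30% with at least half of replicates also reaching 30%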;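 further: 0% = DMSO neutral control and 100% = excess unlabeled competitor peptide PRC23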
DAGLB inh – blocks human DAGLB lipase activity; inhibition, % at 5.17 µM; AID 504411; HEK293T DAGLB membrane lysate, EnzChek fluorogenic substrate; 340,000 compounds, 0.059% hits; Q8NCG7; in the data active means inhibition above about 34%;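 further: 0% = enzyme with vehicle and 100% = wells lacking enzyme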
C-LANA FP – inhibitors of KSHV LANA C-terminal domain DNA binding; MBP-C-LANA/FAM-LBS DNA binding, fluorescence polarization; 340,000 compounds, 0.078% hits; inhibition, % at 9 µM;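 active means highest replicate inhibition at or above 60% at 9 µM, even if other replicates fall short; inactive means all replicates below 60% inhibition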;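 further: 0% = neutral control wells and 100% = 4 µM acridine orange control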
NSD2 HMT inh – blocks human histone methyltransferase NSD2; 310,000 compounds, 0.54% hits; NSD2 peptide methylation, AlphaScreen, 120 min; AID 743445; inhibition, % at 12.5 µM; in the data active means inhibition above about 50%
V-ATPase pH – alters yeast V-ATPase proton transport | S. cerevisiae, pHLuorin cytosolic pH fluorescence | AID 504577 | 350,000 compounds, 0.37% hits | response, % at 10 µM; in the data active means response mostly above about 7.3%, no sharp cut-off; inactive means mostly below about 5.4%; further: actives read high; inactives centre near 0; some compounds called inactive have numbers as strong as hits; reference of the scale not given here
Arr AP2 block – inhibitors of human beta-arrestin and AP2 interaction | 340,000 compounds, 0.31% hits | inhibition, % at 10 µM | FITC-arrestin peptide / GST-AP2 beads, flow cytometry; AP2 beta2 appendage carries R879A mutation;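 active means inhibition above a set limit, near 3 SD of compounds lacking own fluorescence, cut at about 54% in these data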;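 further: plate controls were DMSO wells for no effect and 5 µM unlabelled arrestin peptide for full effect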
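System: GST-AP2 R879A glutathione beads. Medium: PBS with 0.05% Tween 20 and 0.1% BSA. Also added: FITC-arrestin peptide, 50 nM. Incubation: 12 min plus 1 h, RT. Measured by: high-throughput flow cytometry of beads, ex 488, em 535 nm. Evaluation: percent drop in bead-associated FITC signal.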
Cardiac RTF inh – cardiac RTF calcium desensitization; IANBD-labeled cardiac RTF, Ca2+ fluorescence; inhibition, % at 7.15 µM; 340,000 compounds, 0.12% hits; AID 493244;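 active means inhibition above the mean inhibition of all tested compounds plus 3 SD, cut at about 17% in these data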;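 further: assay run at fixed EC70 calcium of 1.6 mM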
CAL PDZ FP-2 – inhibitors of human CAL PDZ peptide binding; 330,000 compounds, 0.02% hits; purified CAL PDZ, TMR-peptide fluorescence polarization, 1 h; inhibition, % at 20 µM; AID 504414;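 active means highest replicate inhibition of at least 40%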;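 further: plate controls were DMSO neutral control wells for no effect and unlabeled competitor peptide control wells for full effect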
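material = purified tagged CAL PDZ domain construct (CerCALP) | compound dosing = 20 µM, one dose | times = 1 h at RT | measured by = fluorescence polarization from S- and P-plane intensities, G-factor corrected | read-out = inhibition from polarization loss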
Numbers without * were called inactive; · = not tested or not shown.

SMILES | Keap1 Nrf2 FP | DSG3 Ab inh | CAL PDZ FP-1 | DAGLB inh | C-LANA FP | NSD2 HMT inh | V-ATPase pH | Arr AP2 block | Cardiac RTF inh | CAL PDZ FP-2
O=C(CSc1nnc(CNc2ccc(F)cc2)n1Cc1ccccc1)NCc1ccco1 | -4 | 94 | -2 | -1 | -0.8 | 6 | -2 | -5 | 0 | -1.6
CCOc1ccc(C2=CC(=O)C[C@H](c3ccc(OC)cc3)C2)cc1 | -3 | 103 | -2 | -7 | 1.7 | · | -1 | 28 | 16 | -0.3
O=C(NCc1ccccc1)C1=C[C@H](C2CCCCC2)C[C@H](OCCCCO)O1 | -6 | 102 | -3 | -1 | -0.4 | · | 1 | -4 | 6 | 0.1
O=C(NCCSC1CCCCC1)c1ccccc1 | -3 | 107 | -2 | -1 | -0.1 | -1 | · | -3 | 9 | -1.0
CNC(=S)Nc1ccc(N2CCN(c3ccc(C(F)(F)F)cn3)CC2)nc1 | -5 | 105 | · | · | -1.0 | -3 | 5 | 14 | · | -3.6
Cc1ccsc1C(=O)N1CC(=O)Nc2ccccc21 | 0 | · | -2 | 5 | -1.5 | -2 | 4 | 6 | -1 | -0.8
O=C(NCc1cccnc1)c1cn(-c2ccccc2)nc1-c1cccs1 | -4 | 100 | -3 | 2 | -2.4 | -1 | -2 | 17 | 3 | -3.3
O=[N+]([O-])c1ccc(N2CCN(Cc3ccccc3)CC2)nc1 | -4 | 97 | 0 | -3 | 0.7 | -1 | -6 | 3 | -7 | ·
COc1cccc2c(=O)n(CC(=O)Nc3cccc(F)c3)ccc12 | -2 | 94 | · | -9 | -0.3 | · | -2 | -1 | -6 | -0.7
COc1ccc(N2CC(C(=O)Nc3ccc(S(=O)(=O)Nc4nc(C)cc(C)n4)cc3)CC2=O)cc1 (configuration not stated) | -5 | 100 | -2 | 1 | -0.1 | 0 | -4 | 7 | -3 | -2.0

The final 3 compounds of the section above come first, to join the parts.
SMILES | Keap1 Nrf2 FP | DSG3 Ab inh | CAL PDZ FP-1 | DAGLB inh | C-LANA FP | NSD2 HMT inh | V-ATPase pH | Arr AP2 block | Cardiac RTF inh | CAL PDZ FP-2
O=[N+]([O-])c1ccc(N2CCN(Cc3ccccc3)CC2)nc1 | -4 | 97 | 0 | -3 | 0.7 | -1 | -6 | 3 | -7 | ·
COc1cccc2c(=O)n(CC(=O)Nc3cccc(F)c3)ccc12 | -2 | 94 | · | -9 | -0.3 | · | -2 | -1 | -6 | -0.7
COc1ccc(N2CC(C(=O)Nc3ccc(S(=O)(=O)Nc4nc(C)cc(C)n4)cc3)CC2=O)cc1 (configuration not stated) | -5 | 100 | -2 | 1 | -0.1 | 0 | -4 | 7 | -3 | -2.0
COc1cccc(C2=CC(=O)C[C@H](c3ccc4c(c3)OCO4)C2)c1OC | 3 | 102 | -3 | -5 | -0.4 | · | 5 | -5 | -11 | -0.6
Cc1ccc(OCCOCCn2ccnc2)c(Br)c1 | -4 | 119 | 0 | 3 | -1.5 | 2 | 2 | 6 | -2 | -0.6
CC(=O)c1ccc(S(=O)(=O)N2CCN(C(=O)c3ccc(-n4nc(C)c(Cl)c4C)cc3)CC2)cc1 | 1 | · | 0 | 0 | 1.2 | 0 | 9 | 38 | -6 | 0.1
O=C(CCN1C(=O)/C(=C/c2cccc(Br)c2)SC1=S)Nc1cccnc1 | 2 | 83 | -2 | -2 | 0.8 | 0 | -1 | -11 | 5 | -1.4
COc1ccnc2c1c(=O)n(Cc1ccccc1Cl)c(=O)n2C | 6 | 103 | -8 | -2 | -0.2 | -3 | 1 | -7 | 4 | -0.8
CC1CC(C)(C)NC(=S)N1CC(=O)NCc1ccc(Cl)cc1 (configuration not stated) | -1 | 95 | 3 | 2 | 0.9 | -1 | -1 | 42 | -2 | 0.4
CC(=O)c1cccc(NC(=O)CSC(=O)c2ccccc2)c1 | -7 | 106 | 0 | 3 | 2.0 | 1 | -2 | -2 | -11 | -1.6
COc1cccc(CNC(=O)c2nnn(-c3ccc(OC(F)(F)F)cc3)c2N)c1 | -2 | 104 | -3 | -2 | -4.2 | -2 | 7 | 11 | -10 | 0.5
Nc1nc(SCc2ccc(F)cc2)ns1 | 3 | 131 | -4 | 0 | -0.1 | -1 | 24* | 20 | -5 | -3.0
Cc1cccc(-n2c(SCC(=O)Nc3ccc4c(c3)OCO4)nnc2-c2ccoc2C)c1 | -1 | · | 0 | 0 | 1.8 | -3 | -1 | 10 | -4 | -1.5
C=CCSc1nc(N)c(NC(=O)c2ccco2)c(=O)[nH]1 | 2 | 98 | -1 | 0 | 0.2 | · | -3 | 7 | -11 | 0.4
CCC(C)COC(=O)C(C#N)c1nc2ccccc2nc1N1CCCCC1 (configuration not stated) | -6 | 108 | · | -5 | -0.3 | -1 | -1 | -10 | -12 | -0.5
O=C(CCl)N(c1ccc(Cl)cc1)c1c[nH]c2ccccc12 | -4 | 99 | -4 | 11 | -0.5 | 2 | -2 | 29 | -1 | -0.5
COc1ccc(-n2c(SC(CN3CCCCC3)CN3CCCC3=O)nc3ccccc3c2=O)cc1 (configuration not stated) | -3 | 98 | -6 | -1 | -1.1 | 9 | -3 | 31 | 2 | ·
Cc1cccc2sc(NC(=O)CN(C)S(=O)(=O)c3ccc(Br)s3)nc12 | -6 | 108 | -4 | -5 | -1.0 | -1 | -65 | 1 | -2 | -0.6
Cc1sc2ncn(CC(=O)NCCCC(=O)N(C)Cc3ccccc3)c(=O)c2c1C | -1 | 104 | -2 | 0 | -1.4 | 0 | 2 | 0 | -14 | -2.7
CCOC(=O)C1=C(c2ccccc2)ON(C)C1c1ccccc1 (configuration not stated) | -3 | 108 | 2 | 6 | 0.1 | -1 | 0 | -6 | 6 | 0.5
Fc1ccccc1N1CCN(CCCNc2ccc3nncn3n2)CC1 | -2 | 104 | · | 1 | 0.4 | · | 2 | 3 | -13 | -2.5
COC(=O)c1c(N=CN(C)C)c(C#N)c2n1CCCC2 | 2 | 97 | 1 | 0 | 0.3 | 0 | 3 | -2 | 2 | -1.2
Cc1ccccc1OCC(=O)NNC(=O)CN1C(=O)c2ccccc2C1=O | 0 | 102 | 3 | 1 | 1.1 | 2 | 0 | -20 | -6 | -0.2
CSCCCc1cn([C@@H](CO)C(=O)NCCCCCCCCCCC(=O)N2CCNCC2)nn1 | -1 | 95 | -2 | 2 | 1.6 | · | -5 | 1 | 5 | 0.3
O=C1C(c2ccccc2)C2C=CC(C2)N1O (configuration not stated) | -6 | 91 | -3 | 0 | -1.0 | 19 | -3 | 1 | 2 | -0.2
Cc1ccc(S(=O)(=O)NNC(=O)C2CCCCC2)cc1 | -5 | · | -2 | -2 | 0.0 | 1 | -3 | 6 | 5 | -2.1
O=C(Nc1nc2ccc([N+](=O)[O-])cc2s1)c1c(F)cccc1F | -3 | 116 | -1 | 1 | 0.4 | · | -4 | -4 | 5 | -0.5
CC(=O)c1ccc(NS(=O)(=O)c2cccc(C(=O)Nc3ccccc3C(=O)O)c2)cc1 | -5 | 104 | -7 | 6 | -1.7 | 2 | 1 | 0 | -1 | 0.6
CCOc1cc(CNC(CC)CO)ccc1OCC(=O)Nc1cccc(C(F)(F)F)c1 (configuration not stated) | -4 | 94 | -2 | -2 | -2.0 | 7 | -3 | -4 | 2 | -1.0
COc1ccc(OCC(=O)NNC(=O)c2nn(C)c(=O)c3ccccc23)cc1 | 2 | 120 | -4 | 0 | 1.9 | -2 | 2 | 1 | 6 | -0.2
CCN(CC(=O)Nc1ccc(OC)cc1)C(=O)c1ccc2c(=O)n3c(nc2c1)CCC3 | 1 | 97 | 1 | 1 | 0.4 | 2 | 4 | 7 | 7 | -0.2
CCCOc1ccc(CC(=O)NCc2ccco2)cc1OC | 0 | 93 | 6 | 3 | 1.7 | 1 | 1 | 7 | -2 | -4.7
Cc1ccc(C(=O)NCCCN2CCOCC2)cc1N1CCCC1=O | 6 | 95 | 40* | -1 | 0.2 | 4 | -5 | 4 | 0 | ·
O=[N+]([O-])c1ccc(N2CCOCC2)nc1 | -3 | 96 | 0 | -1 | -0.9 | 1 | 0 | -16 | -9 | -0.2
COc1ccccc1N=C(C)C1=C(O)CSC1=O | 2 | 99 | 1 | 1 | 1.8 | 0 | 0 | 21 | -2 | -1.2
COc1cccc(C2NC(CCSC)(C(=O)O)C3C(=O)N(C(C)C)C(=O)C23)c1O (configuration not stated) | 1 | 109 | · | 0 | 0.0 | · | 1 | -6 | -4 | 0.5
CCCCn1c(N)c(N(CCOC)C(=O)COC(=O)c2ccccc2NCCO)c(=O)[nH]c1=O | -1 | 104 | 9 | -2 | 1.5 | -5 | 15 | -1 | -8 | -1.1
Cc1csc(CCc2nc(C)cs2)n1 | 0 | 108 | -3 | -3 | 0.0 | -4 | -1 | -1 | -14 | 0.5
Cc1cc(Br)ccc1SCC(=O)Nc1cccnc1 | 2 | 101 | · | 0 | -0.9 | -1 | 3 | 12 | -2 | 0.2
CCO[C@@H]1OC(C(=O)N2CCCCCCC2)=C[C@H](c2ccc3c(c2)OCO3)[C@H]1CCCO | 4 | 104 | 0 | 1 | 1.4 | · | 10 | 19 | 0 | -1.1
S=C(Nc1ccccc1Cl)N(Cc1cccnc1)Cc1ccco1 | -5 | 100 | -3 | 0 | 0.7 | 15 | 5 | 14 | -4 | -2.3
C=CCn1c(SCC(=O)NC2CCS(=O)(=O)C2)nnc1-c1ccc(Cl)cc1 (configuration not stated) | 1 | 101 | -7 | 1 | 1.4 | 1 | -3 | 32 | 1 | -2.6
CCOC(=O)C1(CC)NC(c2ccc(OC)cc2OC)C2C(=O)N(C)C(=O)C21 (configuration not stated) | -4 | 113 | -2 | -2 | 1.8 | -2 | 5 | -33 | 0 | -0.6
COc1ccc(C(=O)Nc2ccc(NS(=O)(=O)c3ccccc3)cc2)cc1OC | -1 | 97 | -6 | 0 | 2.0 | 1 | -2 | 27 | 0 | -1.7
O=c1cc(-c2ccccc2)c2cc(Cl)c(O)c(CN3CCOCC3)c2o1 | -2 | 101 | -1 | 0 | 0.8 | -10 | -1 | 23 | 5 | -0.1
COc1ccc(OC)c(NC(=O)CSc2ncccc2C(=O)O)c1 | -1 | 115 | 0 | 2 | 0.3 | 3 | 3 | 1 | 1 | -0.2
Cc1ccc(S(=O)(=O)N2CCOCC2)cc1NC(=O)COC(=O)C1(C)CC1(Cl)Cl (configuration not stated) | 2 | 100 | -1 | 0 | -0.6 | 8 | -1 | 50 | 0 | 0.4
O=C(c1cnc2n(c1=O)CCS2)N(C1CCCCC1)C1CCCCC1 | 0 | 103 | · | 7 | 1.1 | · | 2 | 2 | -3 | -0.6
Cc1ccnc(NC(=O)CN2C(=O)NC(C)(c3ccc4ccccc4c3)C2=O)c1 (configuration not stated) | 2 | 98 | -2 | 3 | -0.6 | -2 | -1 | -9 | -1 | -3.5

These rows are one share of the data; the hit share may differ from the screen's.
